Bioassay records: PubChem BioAssay, Broad Institute
T cruzi growth: inhibitors of T. cruzi proliferation. 77,000 tested, 5.9% active. T. cruzi beta-gal in NIH3T3, GalScreen luminescence, 90 h. inhibition, % at 8.34 µM. AID 624255;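 active = mean inhibition above about 93%, with at least 55% of replicates each passing it, limit read from the data, passing the limit was not always enough; inconclusive = only one of those two conditions holds; inactive = neither condition holds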
GASC1 inh: KDM4C (human) demethylase inhibition. GST-KDM4C 2-372, H3K9me3 peptide, LANCE TR-FRET. Q9H3R0. AID 720574. 96,000 tested, 0.15% active. inhibition, % at 12.5 µM;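 active = mean replicate inhibition above about 25%, with at least 55% of replicates also reaching it, limit read from the data, passing the limit was not always enough; inconclusive = only one of those two conditions met; inactive = neither condition met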
Target sequence (Q9H3R0 2-372 limits assumed): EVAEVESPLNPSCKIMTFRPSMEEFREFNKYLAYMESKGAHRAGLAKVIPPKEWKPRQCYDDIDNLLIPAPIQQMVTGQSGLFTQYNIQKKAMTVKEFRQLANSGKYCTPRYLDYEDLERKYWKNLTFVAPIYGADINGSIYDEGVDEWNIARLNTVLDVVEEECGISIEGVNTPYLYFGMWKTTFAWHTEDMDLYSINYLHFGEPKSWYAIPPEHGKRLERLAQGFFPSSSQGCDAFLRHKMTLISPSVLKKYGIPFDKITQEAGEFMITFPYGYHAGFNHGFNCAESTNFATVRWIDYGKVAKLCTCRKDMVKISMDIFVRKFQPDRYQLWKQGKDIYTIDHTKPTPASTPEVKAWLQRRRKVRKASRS
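Material: N-terminal GST-fused human GASC-1 (KDM4C) fragment, residues 2-372. Input: 10 nM enzyme. Incubation: enzyme reaction 30 min, then detection 60 min, both room temperature. Doses: one test concentration per compound. Read-out basis: inhibition from TR-FRET ratio decrease. Detection: LANCE TR-FRET, excitation 340 nm, emissions 618 and 671 nm.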
C diff HTS: inhibitors of Clostridium difficile growth; Clostridium difficile clinical isolate growth, OD600, 24 h; active compounds read low; growth activity, negative = inhibition, % at 16 µg/mL (by protocol); 86,000 tested, 0.25% active;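 active = mean growth activity at or below -80% and every replicate also at or below -80%; inconclusive = mean at or below -80% but some replicate above -80%; inactive = mean growth activity above -80%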;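 note: 0% = DMSO wells and -100% = levofloxacin 16 µg/mL wells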
Pf Dd2 growth: blocks growth of Plasmodium falciparum Dd2 parasites; P. falciparum Dd2 growth, SYBR Green, 72 h; active compounds read low; activity change, % at 10 µM; 94,000 tested, 2.3% active; in the data active = activity change below about -80%; inconclusive = no clear call, values can overlap the other calls
Numbers without * were called inactive; ? = inconclusive; . = no result given; & = joins results of further samples. Rows are unselected; 6.8% or so of the library scored in one or more.

SMILES | T cruzi growth | GASC1 inh | C diff HTS | Pf Dd2 growth
CO[C@@H]1CC[C@@H]2CCOc3ccc(C#N)cc3C(=O)N(C)C[C@H](C)C(=O)N(C)C[C@H]1O2 | 19.7 | -0.1 | 0.5 | .
C[C@@H]1CN([C@H](C)CO)C(=O)CCCn2cc(nn2)CO[C@@H]1CN(C)Cc1cccc2c1OCCCO2 | 63.7 | -0.4 | 0.6 | 4.2
O=S(=O)(c1ccccc1)N1CCCCN2[C@H](CO)[C@H](c3ccc(-c4ccccc4F)cc3)[C@H]2C1 | 82.6 | 1.6 | 65.6 | -27.6
C[C@H](CO)N1C[C@H](C)[C@@H](CN(C)S(=O)(=O)c2ccc(Cl)cc2)Oc2ccc(NC(=O)NC3CCCCC3)cc2C1=O | 38.8 | 5.9 | -5.6 | -23.7
COc1ccc(NC(=O)N(C)C[C@@H]2Oc3ccc(NC(=O)CCC(F)(F)F)cc3CC(=O)N([C@@H](C)CO)C[C@H]2C)cc1 | -7.7 | -0.4 | 2.5 | 7.6
C[C@H](CO)N1C[C@H](C)[C@H](CN(C)S(C)(=O)=O)Oc2ccc(NC(=O)Nc3ccc4c(c3)OCO4)cc2C1=O | -29.5 | 0.4 | . | 17.3
C[C@@H]1CN([C@H](C)CO)C(=O)c2cc(/C=C/c3ccccc3)cnc2O[C@@H]1CN(C)C(=O)c1ccc2c(c1)OCO2 | . | -2.4 | 4.8 | -7.9
CO[C@H](CN(C)S(=O)(=O)c1ccc(Cl)cc1)[C@H](C)CN(Cc1ccccc1Cl)[C@@H](C)CO | 77.4 | 1.0 | . | -25.2
C[C@@H]1CN([C@@H](C)CO)C(=O)c2cccc(NC(=O)Nc3ccc(C(F)(F)F)cc3)c2O[C@@H]1CN(C)C | . | -0.1 | 15.8 | -29.0
Cc1noc(C)c1NC(=O)N[C@H]1CC[C@H](CCNC(=O)C2CCCCC2)O[C@@H]1CO | -30.1 | -0.4 | -2.1 | 2.0
C[C@@H]1CCCCO[C@H](CN(C)Cc2ccc(C(=O)O)cc2)[C@H](C)CN([C@@H](C)CO)C(=O)c2cc(NC(=O)Nc3ccc(C(F)(F)F)cc3)ccc2O1 | 44.2 | 0.4 | -2.9 | 6.4
C[C@@H]1CN([C@H](C)CO)C(=O)c2cc(NC(=O)c3ccncc3)ccc2O[C@H]1CN(C)Cc1ccc(Oc2ccccc2)cc1 | 87.9 | -0.2 | -0.5 | -20.7
C[C@@H]1CCCCO[C@H](CN(C)S(=O)(=O)c2cn(C)cn2)[C@H](C)CN([C@@H](C)CO)C(=O)c2cc(NC(=O)c3ccncc3)ccc2O1 | 37.8 | -2.3 | -4.1 | -1.4
CO[C@H]1CC[C@@H]2CCN(C)C(=O)CCCN(C)C(=O)c3cc(C#N)ccc3OC[C@@H]1O2 | 12.8 | 0.7 | -1.9 | .
C[C@H]1CN([C@@H](C)CO)C(=O)CCCn2cc(nn2)CO[C@@H]1CN(C)Cc1cccc(C(F)(F)F)c1 | 3.1 | 0.5 | . | -26.1
C[C@@H]1CN([C@@H](C)CO)S(=O)(=O)c2ccc(C#Cc3cccc(F)c3)cc2O[C@H]1CN(C)S(=O)(=O)c1ccccc1F | 112.3* | -2.5 | 13.2 | -79.2
C[C@@H]1CN([C@@H](C)CO)C(=O)c2cc(C#Cc3ccccc3F)cnc2O[C@@H]1CN(C)C(=O)Cc1cccnc1 | . | 17.2 | -1.9 | -18.1
O=C(C1CCOCC1)N1[C@@H](CO)[C@@H](c2ccccc2)C12CN(CCC(F)(F)F)C2 | . | -0.4 | 12.0 | 30.4
COc1ccc(NC(=O)N2CC3(C2)CN(CC2CC2)[C@H](CO)c2c3c3ccc(OC)cc3n2C)cc1 | . | -0.1 | 7.0 | -72.5
CN(C)C(=O)c1cccc(-c2ccc([C@H]3[C@H](CO)N4CCCCN(C(=O)C5CCCC5)C[C@@H]34)cc2)c1 | ? | . | -9.2 | 19.1
C[C@H](CO)N1C[C@H](C)[C@@H](CN(C)Cc2cccc(F)c2)OCc2ccccc2-c2c(n(C)c3ccccc23)C1=O | . | -5.7 | 22.2 | -64.8
CCCN1[C@H](C(=O)NCc2cccc(OC)c2)[C@@H](CO)[C@@H]2Cn3c(ccc(C4=CCCC4)c3=O)[C@@H]21 | 92.8 | 10.1 | 4.4 | -8.0
O=C(C[C@H]1C[C@H]2c3cc(NC(=O)Cc4ccncc4)ccc3O[C@H]2[C@@H](CO)O1)NCc1cccnc1 | 4.1 | 7.5 | 2.4 | 7.8
C/C=C/c1ccc([C@@H]2[C@H](CO)N(C(C)=O)C23CN(S(C)(=O)=O)C3)cc1 | . | 0.0 | -3.1 | 13.8
O=C(NCC[C@@H]1CC[C@H](NC(=O)C2CCOCC2)[C@H](CO)O1)c1ccc(F)cc1 | 21.3 | 8.0 | 1.3 | 11.2
COc1ccc(S(=O)(=O)N(C)C[C@H]2Oc3ccc(NC(=O)CCN4CCOCC4)cc3C(=O)N([C@H](C)CO)C[C@H]2C)cc1 | -0.8 | 0.7 | . | 15.9
CO[C@@H]1CN(C)C(=O)c2ccc(NS(=O)(=O)c3ccc(C)cc3)cc2OC[C@@H](C)N(C(=O)NC(C)C)C[C@H]1C | 15.7 | -0.3 | . | .
CC(C)CC#Cc1ccc([C@H]2[C@@H](CO)N3CCCCN(S(=O)(=O)c4ccc(F)cc4)C[C@H]23)cc1 | 63.1 | 26.1* | -4.0 | -68.3
C[C@@H]1CN([C@@H](C)CO)C(=O)c2cc(C3=CCCC3)cnc2O[C@H]1CN(C)Cc1ccccn1 | -165.0 | 8.1 | -3.9 | 5.4
O=C(C[C@@H]1CC[C@@H]2[C@H](COC[C@@H](O)CN2C(=O)C2CC2)O1)NCc1ccncc1 | 11.8 | 0.2 | 1.6 | 10.3
CC(=O)N(C)C[C@H]1Oc2ncc(-c3ccccc3C)cc2C(=O)N([C@@H](C)CO)C[C@@H]1C | -33.8 | -0.6 | -1.7 | 34.4
O=C(C[C@H]1CC[C@@H]2[C@H](COC[C@H](O)CN2Cc2ccc(Cl)cc2)O1)Nc1nccs1 | 22.3 | -0.7 | -5.2 | -5.4
C[C@@H]1CCCCO[C@H](CN(C)S(=O)(=O)c2ccccc2)[C@H](C)CN([C@H](C)CO)C(=O)c2cc(N(C)C)ccc2O1 | 40.8 | 0.7 | -0.1 | -0.5
C[C@@H]1CCCCO[C@H](CN(C)C(=O)c2ccccc2)[C@@H](C)CN([C@@H](C)CO)C(=O)c2cc(NS(C)(=O)=O)ccc2O1 | 2.5 | -0.2 | 0.5 | -20.7
C[C@H](CO)N1C[C@H](C)[C@H](CN(C)S(=O)(=O)c2cccs2)Oc2ccc(NS(C)(=O)=O)cc2C1=O | 65.0 | -0.8 | . | -2.7
COc1ccc(S(=O)(=O)N(C)C[C@H]2Oc3c(NC(=O)NC(C)C)cccc3C(=O)N([C@@H](C)CO)C[C@H]2C)cc1 | -7.0 | -0.2 | -2.7 | -22.1
OC[C@H]1[C@H](c2ccc(C#Cc3cccnc3)cc2)[C@H]2CN(Cc3ccccc3F)CCCCN21 | 110.4* | 2.1 | 2.4 | -70.6
C[C@@H]1CCCCO[C@H](CN(C)C(=O)Nc2ccc3c(c2)OCO3)[C@@H](C)CN([C@H](C)CO)C(=O)c2cc(NC(=O)NC3CCCCC3)ccc2O1 | 9.0 | -0.2 | 3.6 | -45.4
O=C(NC1CCC1)[C@H]1N[C@H]2c3ccc(-c4cccc(F)c4)c(=O)n3C[C@H]2[C@@H]1CO | 33.8 | 0.2 | -1.0 | -2.4
C[C@H](CO)N1C[C@H](C)[C@@H](CN(C)Cc2ccc(C(=O)Nc3ccccc3N)cc2)Oc2ccc(NC(=O)Nc3cccc4ccccc34)cc2C1=O | 46.8 | -1.8 | . | -70.0
O=S(=O)(c1ccccc1F)N1C[C@@H]2N[C@H](C1)C2c1ccc(/C=C/c2ccccc2)cc1 (stereo partly drawn) | . | -2.5&-0.8 | 9.7&-68.2 | -78.2&-24.5
C[C@H](CO)N1C[C@H](C)[C@@H](CN(C)S(=O)(=O)c2ccc(F)cc2)Oc2c(NC(=O)c3ccc(-c4nccs4)cc3)cccc2C1=O | -92.5 | -1.0 | 2.7 | 4.2
O=C(C[C@@H]1C=C[C@@H](NC(=O)CCN2CCCCC2)[C@H](CO)O1)NCc1ccc(Cl)c(Cl)c1 | -35.1 | 1.2 | . | 8.0
COc1ccccc1CNC(=O)C[C@@H]1CC[C@@H]2[C@H](COC[C@@H](O)CN2C(=O)Nc2ccc(F)cc2)O1 | -3.2 | 0.8 | -0.3&-1.2 | 21.1
CC(C)NC(=O)NCC[C@H]1CC[C@H](NC(=O)CN(C)C)[C@H](CO)O1 | 17.0 | 0.8 | . | -2.6
Cc1noc(C)c1S(=O)(=O)Nc1ccc2c(c1)CC(=O)N([C@H](C)CO)C[C@H](C)[C@H](CN(C)Cc1ccc(C(=O)Nc3ccccc3N)cc1)O2 | . | 0.5 | -2.7 | -76.3
C[C@H]1CN([C@@H](C)CO)C(=O)Cc2cc(NS(=O)(=O)c3ccccc3)ccc2O[C@@H]1CN(C)Cc1ccc(-c2ccccc2)cc1 | 81.9 | -1.1 | 15.7 | -21.9
Cc1ccc(-c2ccc(C3[C@@H]4CN(Cc5cccc(F)c5)C[C@H]3N4)cc2)cc1 (stereo partly drawn) | . | -9.1 | -93.8* | -46.8&-70.8
CCC(=O)N1CC[C@@H]2[C@H]1c1cc(-c3ccc(F)cc3)ccc1N[C@@H]2CO | 77.8 | 1.6 | -15.7 | 3.8
COCCN(C[C@@H]1[C@@H](c2ccccc2)[C@@H](CO)N1C(C)=O)C(=O)c1ccncc1 | -9.8 | -1.0 | -0.8 | -12.1

(continued)
canonical_smiles | T cruzi growth | GASC1 inh | C diff HTS | Pf Dd2 growth
C[C@H]1CN([C@@H](C)CO)C(=O)c2cccc(NS(C)(=O)=O)c2O[C@H]1CN(C)S(C)(=O)=O | 31.7 | 4.8 | -0.2 | 21.2
C[C@H](CO)N1C[C@H](C)[C@@H](CN(C)C)Oc2ccc(NC(=O)Cc3ccccc3)cc2C1=O | -22.7 | 0.0 | 0.9 | 10.4
C[C@H]1CCCCO[C@H](CN(C)C(=O)C2CCCCC2)[C@@H](C)CN([C@@H](C)CO)C(=O)c2cc(NC(=O)c3ccccc3)ccc2O1 | 40.0 | 0.0 | -11.9 | -12.2
C[C@@H]1CN([C@@H](C)CO)C(=O)c2cccc(NS(=O)(=O)c3ccc(Cl)cc3)c2O[C@@H]1CN(C)C(=O)Nc1cccc2ccccc12 | -9.5 | . | -7.2 | -66.0
O=C(C[C@@H]1CC[C@@H]2[C@H](COC[C@H](O)CN2Cc2ccc(Oc3ccccc3)cc2)O1)N1CCOCC1 | 6.5 | 0.1 | . | -5.4
COc1ccc2c3c([nH]c2c1)[C@@H](CO)N(C(C)=O)CC31CN(C(=O)Nc2ccc(F)cc2)C1 | . | -2.5 | 1.6 | -0.2
O=C(c1cccc(F)c1)N1CC(=O)N2[C@H](C1)[C@H](c1ccc(/C=C/c3ccccc3)cc1)[C@@H]2CO | . | -1.5 | 1.3 | -21.8
C[C@@H]1CN([C@H](C)CO)C(=O)c2cc(NC(=O)Nc3ccc4c(c3)OCO4)ccc2O[C@H]1CN(C)CC1CCCCC1 | -54.5 | 0.3 | -2.6 | -14.1
Cc1ccc(S(=O)(=O)N(C)C[C@@H]2Oc3ncc(C#CC4(O)CCCC4)cc3C(=O)N([C@H](C)CO)C[C@@H]2C)cc1 | -52.6 | -0.4 | 5.0 | -13.8
COc1ccc2c3c([nH]c2c1)[C@H](CO)N(C)CC31CCN(C(=O)CN(C)C)CC1 | . | -0.9 | 1.5 | -32.4
COc1ccc(NC(=O)N(C)C[C@H]2Oc3c(cccc3N(C)C)C(=O)N([C@@H](C)CO)C[C@@H]2C)cc1 | 50.4 | 0.3 | 1.9 | -6.2
C[C@@H](O)C#Cc1ccc2c(c1)O[C@H](CN(C)C(=O)CN(C)C)[C@@H](C)CN([C@@H](C)CO)S2(=O)=O | 14.7 | 0.7 | 2.4 | 21.9
C[C@@H]1CN([C@H](C)CO)C(=O)c2cc(NS(=O)(=O)c3cccs3)ccc2O[C@H]1CN(C)C(=O)Nc1ccc2c(c1)OCO2 | 11.8 | 0.9 | . | 16.9
C[C@H](CO)N1C[C@H](C)[C@H](CN(C)C)Oc2cc(C#Cc3cccnc3)ccc2S1(=O)=O | -41.8 | -0.5 | 2.9 | -6.6

Entries of single compounds as entered above.
Shown for C[C@@H]1CN([C@H](C)CO)C(=O)c2cc(NS(=O)(=O)c3cccs3)ccc2O[C@H]1CN(C)C(=O)Nc1ccc2c(c1)OCO2 → T cruzi growth: 11.8; GASC1 inh: 0.9; C diff HTS: .; Pf Dd2 growth: 16.9
Shown for C[C@@H]1CN([C@@H](C)CO)C(=O)c2cccc(NS(=O)(=O)c3ccc(Cl)cc3)c2O[C@@H]1CN(C)C(=O)Nc1cccc2ccccc12 → T cruzi growth: -9.5; GASC1 inh: .; C diff HTS: -7.2; Pf Dd2 growth: -66.0
